# HTR5A inv ag: HTR5A inverse agonists in luminescence cell assay, primary screen, counter-screen for OPRM1-OPRD1 heterodimer inverse agonist project, full-deck HTS; HTR5A cell line, inverse agonism; inhibition, % at 9.3 µM; hit rate 0.083% among 340,000; in the data active = inhibition mostly above about 23%, no sharp cut-off; inactive = mostly below about 18%;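 note: 0% = cells with DMSO and 100% = no-cell wells with DMSO; some compounds called inactive have numbers as strong as hits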
# DAGLB inh: DAGLB lipase inhibitors, primary screen, biochemical, fluorescence, HTS. HEK293T DAGLB membrane lysate, EnzChek fluorogenic substrate. inhibition, % at 5.17 µM. hit rate 0.059% among 340,000. AID 504411, 2011; in the data active = inhibition above about 34%;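 note: 0% = enzyme with vehicle and 100% = wells lacking enzyme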
# Target sequence (Q8NCG7 whole entry, looked up): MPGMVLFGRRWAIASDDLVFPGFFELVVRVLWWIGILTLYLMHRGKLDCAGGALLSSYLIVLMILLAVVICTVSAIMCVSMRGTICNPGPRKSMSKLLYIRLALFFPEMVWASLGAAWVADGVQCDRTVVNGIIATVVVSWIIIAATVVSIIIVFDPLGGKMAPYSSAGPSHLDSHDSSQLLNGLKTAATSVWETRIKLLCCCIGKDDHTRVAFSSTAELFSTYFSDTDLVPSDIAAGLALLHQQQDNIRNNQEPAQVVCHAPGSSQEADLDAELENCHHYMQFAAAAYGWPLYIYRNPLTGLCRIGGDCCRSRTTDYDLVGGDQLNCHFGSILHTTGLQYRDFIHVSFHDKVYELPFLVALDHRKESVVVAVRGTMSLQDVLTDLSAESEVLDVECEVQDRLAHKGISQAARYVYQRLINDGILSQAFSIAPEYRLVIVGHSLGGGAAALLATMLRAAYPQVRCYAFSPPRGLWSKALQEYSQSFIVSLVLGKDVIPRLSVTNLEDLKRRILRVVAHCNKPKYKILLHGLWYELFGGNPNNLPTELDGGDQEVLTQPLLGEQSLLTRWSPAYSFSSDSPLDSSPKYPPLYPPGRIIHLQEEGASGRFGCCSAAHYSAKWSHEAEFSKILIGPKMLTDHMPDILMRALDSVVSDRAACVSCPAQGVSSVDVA
# Arrestin-AP2 inh: inhibitors of beta-arrestin/AP2 binding, primary screen, biochemical, GPCR trafficking, flow cytometry | inhibition, % at 10 µM | FITC-arrestin peptide / GST-AP2 beads; AP2 beta2 appendage carries R879A mutation | beta-arrestin 1 C-terminal peptide binding to AP2 beta2-adaptin appendage (human) | hit rate 0.31% among 340,000;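 active = inhibition above a set limit, near 3 SD of compounds lacking own fluorescence, cut at about 54% in these data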;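 note: plate controls were DMSO wells for no effect and 5 µM unlabelled arrestin peptide for full effect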
#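 Assay system: GST-AP2 R879A bound to glutathione beads, E. coli-expressed; Medium: PBS with 0.05% Tween 20 and 0.1% BSA; Also added: fluorescein-tagged arrestin peptide at 50 nM final; Timing: 12 min plus 1 h, RT; Measured by: flow cytometry, FL1 (488/535 nm); Evaluation: percent drop in bead-associated FITC signal.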
# HTR5A ag ctr: HTR5A agonists in luminescence cell assay, primary screen, counter-screen for OPRM1-OPRD1 heterodimer agonist project, full-deck HTS. 5-hydroxytryptamine receptor 5A (Homo sapiens), P47898. cell-based. activation, % at 9.3 µM. hit rate 0.61% among 340,000. AID 504692, 2011; in the data active = activation mostly above about 9.5%, no sharp cut-off; inactive = mostly below about 7.6%;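 note: 0% = cells with vehicle only and 100% = reference agonist; strong numbers were not always called active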
# DSG3 Ab inh: inhibitors of pemphigus antibody binding to DSG3, primary screen, biochemical, bead-based, flow cytometry, scFv-GFP | DSG3-coupled beads, scFv-anti-DSG3-GFP binding; stronger effect = lower value | binding (percent of control), % at 10 µM | hit rate 0.48% among 310,000 | AID 588358, 2011;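 active = binding more than 3 SD below its plate's average and above zero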; note: some compounds called inactive have numbers as strong as hits
# V-ATPase pHluor: regulators of yeast V-ATPase proton pumping, primary screen, pHLuorin cytosolic pH fluorescence; S. cerevisiae; response, % at 10 µM; hit rate 0.37% among 350,000; AID 504577, 2011; in the data active = response mostly above about 7.3%, no sharp cut-off; inactive = mostly below about 5.4%; note: actives read high; inactives centre near 0; some compounds called inactive have numbers as strong as hits; reference of the scale not given here
# OPRM1-OPRD1 ag: agonists of OPRM1-OPRD1 heterodimerization, primary screen, cell-based, luminescence. Mu-type opioid receptor (Homo sapiens) + Delta-type opioid receptor (Homo sapiens), …. cells. activation, % at 9.3 µM. hit rate 0.3% among 340,000. AID 504326, 2011; in the data active = activation above about 18%;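 note: 0% = vehicle-treated cells and 100% = reference agonist; values of inactives mirror those of a sister screen read the other way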
# OPRM1-OPRD1 inv: inverse agonists of MOR-DOR heterodimerization, primary screen, cell-based, luminescence; Mu-type opioid receptor (Homo sapiens) + Delta-type opioid receptor (Homo sapiens), …; cell-based MOR-DOR heterodimer luminescence, inverse agonism; inhibition, % at 9.3 µM; hit rate 0.21% among 340,000; AID 504357, 2011; in the data active = inhibition above about 22%, passing the limit was not always enough;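 note: 0% = cells with DMSO and 100% = wells without cells with DMSO; values of inactives mirror those of a sister screen read the other way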
# PKA-R2B activ: activators of PKA-R2B holoenzyme, primary screen, biochemical, fluorescence polarization, Cy5-IP20, human; hit rate 0.079% among 340,000; activation, % at 11.4 µM; PKA-R2B holoenzyme dissociation; R2B truncated from residue 108, S112A mutant; 0% DMSO only, 100% 113 µM cGMP; cAMP-dependent protein kinase catalytic subunit beta (Homo sapiens) + cAMP-dependent …;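 active = activation above a cutoff set at the mean over all compounds plus 3 SD, cut at about 18% in these data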;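 note: higher means more holoenzyme dissociation and a rise in polarization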
# Target sequence (P31323 whole entry, looked up, other chains not shown, the tested form may be a part): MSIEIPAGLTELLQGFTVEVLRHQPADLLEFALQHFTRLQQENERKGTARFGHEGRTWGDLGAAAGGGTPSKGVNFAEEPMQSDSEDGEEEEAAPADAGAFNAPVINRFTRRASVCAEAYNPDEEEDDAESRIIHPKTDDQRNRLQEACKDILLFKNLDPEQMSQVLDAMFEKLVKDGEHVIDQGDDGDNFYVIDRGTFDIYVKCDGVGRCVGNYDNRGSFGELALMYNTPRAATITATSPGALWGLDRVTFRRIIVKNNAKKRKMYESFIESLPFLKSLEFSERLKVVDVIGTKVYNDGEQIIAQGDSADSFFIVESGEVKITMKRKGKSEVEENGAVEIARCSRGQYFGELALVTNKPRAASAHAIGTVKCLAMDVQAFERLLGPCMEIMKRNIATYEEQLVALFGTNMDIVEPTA
# PKA-R1A activ: activators of PKA-R1A holoenzyme, primary screen, biochemical, fluorescence polarization, Cy5-IP20, bovine R1A, mouse PKAc; hit rate 0.083% among 340,000; AID 504707, 2011; activation, % at 11.4 µM; cAMP-dependent protein kinase type I-alpha regulatory subunit (Bos taurus) + …; PKA-R1A dissociation; scaled: DMSO 0%, 113 µM cGMP 100%;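 active = percent activation above the mean of all tested compounds plus 3 SD, cut at about 19% in these data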;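 note: higher means more PKAc released from R1A so a rise in polarization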
# * = called active by the depositor; . = not tested or not shown.
SMILES,HTR5A inv ag,DAGLB inh,Arrestin-AP2 inh,HTR5A ag ctr,DSG3 Ab inh,V-ATPase pHluor,OPRM1-OPRD1 ag,OPRM1-OPRD1 inv,PKA-R2B activ,PKA-R1A activ
COc1ccc(CC(=O)OCN2C(=O)c3ccccc3C2=O)cc1,0,-1,-8,0,.,0,3.5,-14,-3,0
O=C(NC1CCN(Cc2ccccc2)CC1)c1cccc(S(=O)(=O)Nc2ccc(F)cc2)c1,-4,0,-8,2,118,-2,3.6,-14,-2,-1
CC1CN(C(=O)CCC(=O)N2CCCCC2)c2ccccc2O1 (configuration not stated),12,2,5,-4,98,-4,-0.8,4,1,0
CCCn1c(CCC(=O)O)nc2cc(S(N)(=O)=O)ccc21,16,-1,4,6,108,-1,-2.6,13,-4,-12
CCOC(=O)C1CCCN(Cc2cc(Br)c(OC)cc2OC)C1 (configuration not stated),-1,-3,2,-3,.,0,-2.3,12,-10,2
CCCCn1c(N)c(N(CC(C)C)C(=O)C2CCCN(C(=O)c3ccc(Cl)cc3)C2)c(=O)[nH]c1=O (configuration not stated),-3,1,-9,3,98,9,-0.7,4,5,5
CCOc1ccc2nc(NC(=O)c3ccc(OCC4CCCO4)cc3)sc2c1 (configuration not stated),10,-2,11,-4,103,0,4.4,-31,-6,-9
COc1ccccc1Oc1ccc2c(c1)C(=O)N(c1cccc3ncccc13)C2=O,-5,-1,4,-1,85,-4,-0.1,0,-7,-12
CCOC(=O)Cn1c(=NC(=O)CSC(C)=O)sc2cc(F)ccc21,-13,-4,8,2,102,-3,-2.1,12,-13,-8
Cn1c(CCN2CCOCC2)nc2cc(NC(=O)COc3ccccc3)ccc21,-12,-1,2,-2,97,0,-2.2,11,6,4
COc1ccc(S(=O)(=O)Cc2ccc(C(=O)N3CCN(c4cc(Cl)ccc4C)CC3)o2)cc1,-26,-1,0,9,110,-4,-0.2,1,-24,4
N#CCCN(Cc1ccccc1)C(=S)Nc1ccccc1,-7,-1,-4,2,101,2,-0.2,1,-2,9
CC1=Nc2cc(C(=O)O)ccc2Sc2ccc(Br)cc21,-29,3,7,10,102,-1,-3.2,17,4,-19
COc1ccccc1C(C)NC(=O)Cc1ccc(S(=O)(=O)N2CCOCC2)s1 (configuration not stated),-14,-2,5,0,98,2,0.2,-1,-2,-12
O=C(NNC(=O)c1cc(-c2cccc(Br)c2)nc2ccccc12)c1csc(N2CCOCC2)n1,9,5,-2,-3,101,6,-0.3,2,2,-2
CCN1CCN(Cc2c(O)ccc3c2O/C(=C\c2ccccc2)C3=O)CC1,8,-3,2,6,103,.,2.8,-20,-7,0
COc1ccc(NC(=O)CSc2nnc(-c3ccc(C)cc3)n2N)cc1,3,-1,-3,-1,106,4,-1.8,9,2,-2
CCC(C(=O)NCc1ccco1)N(C(=O)CNS(=O)(=O)c1ccc(F)cc1)c1ccccc1F (configuration not stated),-12,1,-3,-4,105,-2,-1.6,10,3,14
COc1ccccc1NCc1ccc([N+](=O)[O-])s1,18,2,5,0,99,3,-1.2,6,-15,-13
COCCCNC(=O)C1CC(=O)N(c2ccc(C)cc2)C1 (configuration not stated),-10,-2,-2,-1,94,-1,-1.1,6,-19,-6
Cc1nc(N)c(Br)c(C)c1Br,-6,-9,14,2,115,1,4.9,-26,-5,-10
COC(=O)CC1COc2ccccc2N1C(=O)c1cc(OC)c(OC)c(OC)c1 (configuration not stated),-9,-7,6,2,97,1,-1.7,8,-3,-3
Cc1c(-n2cccc2C=O)cccc1[N+](=O)[O-],-39,-2,12,7,.,1,2.8,-13,2,-8
CN(c1ccccc1C(=O)NCc1ccccc1Cl)S(=O)(=O)c1ccccc1,8,-1,-21,-2,104,-1,-0.5,2,-6,-6
CCSc1ccc([C@@H]2[C@@H]3C(=O)N(C)C(=O)[C@@H]3[C@]3(C(=O)OC)CCCCN23)cc1OC,-21,-1,3,-2,105,0,-3.9,18,-6,3
Cn1c(=O)oc2cc(S(=O)(=O)Nc3ccc(C(=O)O)cc3)ccc21,.,-6,.,.,98,0,.,.,-1,0
O=C(COC(=O)c1cc(=O)[nH]c2ccccc12)Nc1nc(-c2cccc(Br)c2)cs1,3,1,-7,-1,93,3,0.9,-5,2,0
COC(=O)c1cc(S(=O)(=O)N2CCN(c3ccc(F)cc3)CC2)cn1C,-10,0,6,3,100,-4,-1.8,9,-6,-14
COC(=O)c1c(N2C(=O)Nc3ccccc3N2O)sc(C)c1C,3,0,22,2,83,-3,-0.9,6,-11,3
O=C(CSc1nnc(Cc2ccc3c(c2)OCO3)n1C1CCCCC1)NC1CCCC1,-31,2,7,12,.,-2,-1.2,7,5,8
CCOc1ccc(S(=O)(=O)N2CCC(C(=O)N3CCCCCC3)CC2)cc1C,-9,-4,2,0,107,-5,1.0,-6,8,1
CCCN1C(=O)c2ccccc2NC1c1ccc(OC)cc1O (configuration not stated),-8,-2,-7,-3,110,-2,-1.9,11,-9,-10
CCCC1Cc2[nH]c(=O)c(C#N)cc2CO1 (configuration not stated),12,2,3,4,98,1,-2.2,11,-7,7
CCCCCC(=O)Nc1ccc(S(=O)(=O)Nc2nccc(C)n2)cc1,6,-1,7,-2,102,-1,-3.2,16,9,4
COc1ccc(OC)c(NC(=O)Nc2cccc3ccccc23)c1,-2,-2,1,5,96,-3,-1.5,8,-2,-9
O=C(O)/C=C/C(=O)NNc1ncnc2ccccc12,-6,0,46,-5,102,1,1.1,-6,3,-1
CCCN(CC1CC1)C(=O)CSc1ncnc2sccc12,-6,-3,5,5,107,-1,-0.8,4,-6,-7
C=CCn1c(C)c(C(=O)OCC)c2cc(O)c3ccccc3c21,2,-1,-15,-1,103,1,8.6,-40,12,6
CCOc1cc(CNC(C)(C)CO)cc(Br)c1OCc1ccc(Cl)cc1Cl,8,-1,4,8,104,-4,4.9,-27,-4,-5
COc1cccc(CSc2nc3cc4c(cc3cc2C)OCCO4)c1,-6,-13,-14,2,99,-1,2.4,-12,3,-2
CN(C)C(=O)CN1CCN(Cc2cn(C)nc2-c2ccc3c(c2)OCCO3)CC1,-9,-2,-3,-2,99,1,-2.3,12,0,-1
COc1ccc(O)c(CN2CCC(n3nccc3NC(=O)CCOc3ccccc3)CC2)c1,1,0,12,0,109,-5,-1.4,5,-13,0
N#CCCN(C(=O)COC(=O)CCC(=O)c1cccs1)c1ccccc1,3,0,-10,0,100,1,-4.1,16,-2,-11
CC(C)Cn1c(SC(C)C(=O)NCC2CCCO2)nc2ccc(Cl)cc2c1=O (configuration not stated),-6,-2,27,2,107,0,-1.2,5,-9,2
CC(C)N1C(=O)CCC1C(=O)O (configuration not stated),9,1,32,-3,99,3,-1.3,7,2,-3
COC(=O)c1ccccc1-c1ccc(C(c2c(C)[nH][nH]c2=O)c2c(C)[nH][nH]c2=O)o1,-13,-4,-8,2,101,1,-3.5,17,-1,-9
N#Cc1ccccc1Sc1ccccc1N,16,4,32,4,90,-6,-1.1,6,-6,-11
CC(=O)c1c(C)[nH]c(C(=O)Nc2cc(C)cc(C)c2)c1C,-5,2,-1,2,82,-6,0.1,-1,-1,-10
Cc1ccsc1/C=N/NC(=O)c1ccc(-n2cccc2)cc1,0,-6,12,-4,80,-1,-1.5,7,-5,3
O=C(CSc1nnc(CNC(=O)c2ccccc2F)o1)NCc1ccccc1,-11,-1,2,4,82,-3,-2.0,13,-12,-8
C=CCn1c(C)cc(C(=O)COC(=O)c2ccc3c(c2)NC(=O)CS3)c1C,-7,1,-5,2,102,0,-0.3,2,-15,1
COc1ccc(CCNC(=O)c2cc3c(=O)n(C)c4ccccc4c3n2C)cc1OC,-15,0,20,5,86,0,0.8,-4,-1,12
CN(C(=O)CN1C(=O)NC(c2ccccc2)(c2ccccc2)C1=O)C1CCS(=O)(=O)C1 (configuration not stated),-1,-3,3,4,110,3,-1.8,7,11,5
Cc1ccc(NC(=O)c2nc[nH]c2C(=O)NCCCNC(=O)c2[nH]cnc2C(=O)Nc2ccc(C)cc2)cc1,0,-2,-11,-1,.,0,-3.0,17,-6,2
Cc1nc(SCC(=O)c2ccc(F)cc2)c([N+](=O)[O-])[nH]1,5,2,16,-3,113,4,-2.4,13,0,-7
Cc1ccccc1NC(=O)CN1C(=O)NC(C)(CCc2ccccc2)C1=O (configuration not stated),5,2,0,-2,104,-1,-3.7,21,6,-10
CCOc1ccc(CN2CCN(C(=O)c3ccco3)CC2)cc1,-2,-1,43,1,114,-1,0.1,0,5,9
O=c1[nH]c(N/N=C\c2ccc(F)cc2)nc2ccccc12,-1,0,20,-2,90,-1,-2.1,13,-8,-3
Cc1ccc(-c2nnc(N3CCN(C(=O)CN4C(=O)c5ccccc5C4=O)CC3)c3ccccc23)cc1,-16,0,14,-2,88,-1,-2.9,18,-7,-10
COc1ccc(N2CC(O)=C(c3nc(-c4ccc(F)cc4)cs3)C2=N)cc1,-12,-1,5,4,102,6,-2.4,12,-7,-4
# Next section
SMILES,HTR5A inv ag,DAGLB inh,Arrestin-AP2 inh,HTR5A ag ctr,DSG3 Ab inh,V-ATPase pHluor,OPRM1-OPRD1 ag,OPRM1-OPRD1 inv,PKA-R2B activ,PKA-R1A activ
O=C(Cc1ccc(Cl)cc1)NCCc1cnc[nH]1,-18,2,-10,5,103,-3,-1.5,8,-8,-1
C/C(=N\Nc1ccccn1)c1ccc(S(=O)(=O)NCc2ccco2)cc1,24,0,31,1,122,3,-0.8,4,-1,-4
CC(=O)c1c(C)[nH]c(C(=O)OCC(=O)NCc2ccc(Cl)cc2)c1C,-14,0,-5,6,110,-2,1.7,-7,9,-2
O=C(NC(=S)Nc1ccccc1O)c1cccnc1,10,1,9,-3,119,1,-6.9,35*,8,3
CC(CNC(=O)c1ccco1)NC(=O)c1ccco1 (configuration not stated),-6,-2,3,0,.,-4,-1.2,8,12,11

# Reprinted at random: 2 entries already listed.
SMILES,HTR5A inv ag,DAGLB inh,Arrestin-AP2 inh,HTR5A ag ctr,DSG3 Ab inh,V-ATPase pHluor,OPRM1-OPRD1 ag,OPRM1-OPRD1 inv,PKA-R2B activ,PKA-R1A activ
O=C(NC(=S)Nc1ccccc1O)c1cccnc1,10,1,9,-3,119,1,-6.9,35*,8,3
O=C(Cc1ccc(Cl)cc1)NCCc1cnc[nH]1,-18,2,-10,5,103,-3,-1.5,8,-8,-1
